Source: PubChem BioAssay
FLuc counter = firefly luciferase modulation, counter-screen for miR-21 project | 6.9% of 360,000 active | Potency, µM (top dose mostly 57.5 µM), for the others: at the highest dose activity change, negative = inhibition, usual class: inhibitors | P08659 | purified FLuc, Km substrates, luminescence inhibition | AID 588342;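 also: plate controls were vehicle for no effect and reference inhibitor for full effect; nearly all actives have a fitted effect of over 55% in size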
Target sequence (P08659 whole entry, looked up): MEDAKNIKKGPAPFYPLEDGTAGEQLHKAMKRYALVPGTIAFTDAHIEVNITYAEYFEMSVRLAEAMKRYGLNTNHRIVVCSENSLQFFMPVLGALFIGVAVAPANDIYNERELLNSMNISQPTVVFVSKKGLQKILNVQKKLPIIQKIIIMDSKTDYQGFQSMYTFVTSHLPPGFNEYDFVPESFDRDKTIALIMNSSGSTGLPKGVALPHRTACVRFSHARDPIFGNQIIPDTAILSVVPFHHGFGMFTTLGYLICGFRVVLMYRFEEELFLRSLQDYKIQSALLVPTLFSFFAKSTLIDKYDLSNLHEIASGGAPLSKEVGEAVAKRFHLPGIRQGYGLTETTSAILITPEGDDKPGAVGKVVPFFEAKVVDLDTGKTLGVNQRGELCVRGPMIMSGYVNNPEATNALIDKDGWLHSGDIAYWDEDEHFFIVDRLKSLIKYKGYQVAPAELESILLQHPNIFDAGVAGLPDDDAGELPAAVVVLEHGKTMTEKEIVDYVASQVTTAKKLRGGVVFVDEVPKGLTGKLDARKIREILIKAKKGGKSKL
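Purified P. pyralis luciferase, 10 nM final, with Km-level 10 uM D-luciferin and 10 uM ATP in 50 mM Tris acetate pH 7.5, 10 mM Mg acetate, 0.01% Tween-20, 0.05% BSA; 6-point qHTS titration about 60 µM downward; luminescence read.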
MBNL1 CUG block = MBNL1-poly(CUG) RNA binding inhibition; TR-FRET MBNL1-His/biotin-(CUG)12 binding, 665/545 ratio; 0.036% of 280,000 active; AID 2675; Potency, µM (doses to about 57.5 µM), for inactives: at the highest dose activity change, negative = inhibition, actives largely listed as inhibitors; active = well fitted inhibition curve with a large enough effect in the signal ratio, with a control signal flat, not every such curve was filed as active; inconclusive = small, poorly fitted or top-dose-only effect, or effect the other way, or a change in a side signal; inactive = no such curve, though single readings can be large or run the other way; the % refers to the signal ratio; also: % is scaled to controls: 0 for no effect and ±100 for the full control effect
Target sequence (Q9NR56 whole entry, looked up): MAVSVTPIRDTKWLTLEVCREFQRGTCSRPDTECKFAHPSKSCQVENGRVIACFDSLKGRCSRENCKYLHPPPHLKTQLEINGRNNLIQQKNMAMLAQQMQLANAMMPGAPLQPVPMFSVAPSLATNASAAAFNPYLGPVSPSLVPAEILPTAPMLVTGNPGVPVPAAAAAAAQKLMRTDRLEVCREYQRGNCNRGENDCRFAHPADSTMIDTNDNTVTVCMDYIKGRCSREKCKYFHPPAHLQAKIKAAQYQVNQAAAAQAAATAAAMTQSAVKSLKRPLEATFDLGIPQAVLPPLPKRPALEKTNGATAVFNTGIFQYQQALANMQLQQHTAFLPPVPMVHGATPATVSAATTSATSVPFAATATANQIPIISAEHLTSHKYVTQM
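His-tagged MBNL1 binding to biotinylated (CUG)12 RNA was measured by TR-FRET using terbium anti-His antibody (0.055 ng/ul final) and streptavidin-XL665 (5 nM final). Compounds were titrated 92 nM to 58 uM; 60 min at room temperature.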
BRCA1 expr act = BRCA1 expression activation; MCF7-BRCA1-FFLuc reporter, luminescence, 48 h; response scale: scaled: vehicle 0%, 10 µM genistein 100%; Potency, µM (series often up to 46.1 µM), for inactives: at the highest dose activation, most hits filed as activators; 1.1% of 380,000 active; AID 624202; also: nearly all actives have a fitted effect of over 80% in size; some results filed as inactive show a strong effect at the top dose
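Compounds are tested at multiple concentrations on MCF7 BRCA1-luciferase reporter cells seeded at 2000 per well; after 48 h, a single luminescence end-point is taken and curves fitted to the normalized data.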
p53 reactivation = mutant p53 re-activation in reporter cells. H1299 p53-A138V BP100-luciferase reporter, luminescence, 24 h. Potency, µM (series often up to 92.2 µM), without a hit: at the top dose activity change, positive = activation, usual class: activators. 0.063% of 320,000 active; also: % of control where 0% means no effect; nearly all actives have a fitted effect of over 45% in size
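H1299 (p53-null), stable ts p53-A138V + BP100-Luc; 1000 cells/well, Opti-MEM/10% FBS; cpd 4 pt, 1:5; 24 h, 37 deg C, 5% CO2; detection reagent 10 min RT; luminescence.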
Rab9 promoter act = Rab9 promoter activation; Huh7 Rab9 promoter-luciferase reporter, luminescence, 24 h; Potency, µM (doses to about 9.22 µM), inactives show at the top dose activation, negative = inhibition, most hits filed as activators; 2.8% of 320,000 active; AID 485297; also: % of control where 0% means no effect; nearly all actives have a fitted effect of over 60% in size
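Cells were plated at 1500 per well in reduced-serum medium with 10% FBS and left 2 h. Compound in DMSO was then added for 24 h at 37 °C. Reporter signal was read by luminescence after 10 min with luciferase detection reagent.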
NPC1 promoter act = NPC1 promoter activation; Huh7 NPC1 promoter luciferase reporter, 24 h; Potency, µM (highest dose often 9.22 µM), inactives show at the highest dose activation, actives largely listed as activators; 2.4% of 320,000 active;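 also: % of control where 0% means no effect; nearly all actives have a fitted effect of over 60% in size; reporter is driven by a mutant NPC1 promoter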
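NPC1 promoter–luciferase Huh7 cells; 24 h compound; luminescence.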
Gal4-VP16 FLuc = Gal4-VP16 reporter inhibition counter-screen | Drosophila S2 Gal4-VP16 UAS-luciferase, luminescence, 20 h | Potency, µM (series often up to 53.6 µM), for inactives: at the highest dose activity, negative = inhibition, hits mostly inhibitors | 3.5% of 310,000 active | AID 2546;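 also: Gal4-VP16 expression switched on by copper sulfate through the metallothionein promoter; % is scaled to controls: 0 for no effect and ±100 for the full control effect; nearly all actives have a fitted effect of over 50% in size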
ELG1 genotoxic = induces genotoxicity in HEK293T cells with luciferase-tagged ELG1; HEK293T ELG1-luciferase reporter, luminescence, 16 h; Potency, µM (doses to about 46 µM), without a hit: at the top dose activity change, positive = activation, most hits filed as activators; 1.3% of 330,000 active; AID 504466; also: % of control where 0% means no effect; nearly all actives have a fitted effect of over 60% in size
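HEK293T cells expressing luciferase-tagged ELG1 were exposed to compound or DMSO vehicle for 16 hr at 37 °C and 5% CO2. Luciferase activity was then measured with ONE-Glo after 30 min at room temperature.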
RORgamma inh = inhibitors of mouse ROR gamma transcriptional activity; 5.4% of 310,000 active; Drosophila S2 Gal4-RORgamma UAS-luciferase reporter, 20 h; Potency, µM (series often up to 53.6 µM), inactives show at the highest dose activity change, negative = inhibition, usual class: inhibitors; AID 2551; also: % is scaled to controls: 0 for no effect and ±100 for the full control effect; nearly all actives have a fitted effect of over 60% in size
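A Gal4/UAS one-hybrid system in insect cells: metallothionein-promoter Gal4–ROR gamma fusion plus Photinus luciferase reporter. Copper sulfate 700 uM final, 20 hr ambient incubation, luminescent detection after 10 min with reagent.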
uPA surface inh = inhibitors of cell surface uPA generation; Potency, µM (doses to about 38.3 µM), inactives show at the highest dose activity change, negative = inhibition, most hits filed as inhibitors; cell surface uPA generation assay, qHTS; 0.31% of 330,000 active; active = well fitted inhibition curve with a large enough effect; inconclusive = small, poorly fitted or top-dose-only effect; inactive = no such curve, though single readings can be large or run the other way; tested in mouse RAW 264.7 cells; also: % is scaled to controls: 0 for no effect and ±100 for the full control effect; nearly all actives have a fitted effect of over 55% in size
* marks the source's active call; other numbers are inactive results; ? = inconclusive; . = no result given; [ ] = dose if it differs, or a comment. Unless noted, calls follow the shape of the dose curve; as a rule, active = well fitted curve in the direction sought with a large enough effect; inconclusive = small, poorly fitted or top-dose-only effect, or another doubt; inactive = no such curve, though single readings can be large; an effect the other way counts as inactive or inconclusive. Potency is read from the fitted curve at half-maximal effect. This is a random part of the collection, and some 13% of all compounds hit somewhere here.

SMILES	FLuc counter	MBNL1 CUG block	BRCA1 expr act	p53 reactivation	Rab9 promoter act	NPC1 promoter act	Gal4-VP16 FLuc	ELG1 genotoxic	RORgamma inh	uPA surface inh
CCOC(=O)C(=O)N1CCN(c2ccccc2OC)CC1	1%	-2%	-8%	4%	-2%	-2%	-6%	-3%	8%	5%
Cc1ccc(S(=O)(=O)c2ccc(Cl)cc2)cc1S(=O)(=O)NC(C(=O)O)C(C)C (stereo not given)	-2%	.	1%	-6%	-4%	-2%	-10%	0%	1%	-1%
CCc1ccc(C(=O)Nc2cc(C)ccc2F)s1	19µM*	2%	22%	-2%	23%	0%	-5%	21%	52%	0%
O=C(CN1C(=O)NC2(CCCC2)C1=O)OCCOc1ccccc1	-1%	-6%	0%	-2%	-2%	-3%	16%	2%	-7%	1%
c1cc(-c2nnn(CCOCCn3nnc(-c4ccncc4)n3)n2)ccn1	1%	-6%	-8%	3%	-2%	1%	7%	-2%	5%	-1%
O=C1COc2ccc(-c3csc(NCC4CCCO4)n3)cc2N1 (stereo not given)	17µM*	7%	39%	14%	27%	5%	7%	11%	?	7%
O=C(O)CCC(=O)Nc1ccc2c(c1)oc1ccccc12	24µM*	1%	18%	7%	-5%	2%	.	15%	-23%[0.365 µM]	.
CNc1nnc(CSc2nc(C)cc(C)n2)s1	-3%	-3%	-21%	-4%	-2%	-2%	10%	-1%	?	-7%
COC(=O)c1cc2ccsc2n1Cc1nc(-c2ccc(Cl)cc2)oc1C	4%	-1%	25%	-1%	1%	1%	-20%	7%	6%	15%
COc1cc([C@@H]2CC=C(C(=O)O)[C@H](c3ccc(C)cc3)N2S(=O)(=O)c2ccc(C)cc2)cc(OC)c1OC	.	.	-1%	-9%	.	.	.	7%	.	11%
Cc1nn(C(C)C(=O)NC2CCC(C)CC2)c(=O)c2nn(-c3ccccc3)c(C)c12 (stereo not given)	?	0%	74%	6%	24%	?	21%	9%	21%	6%
COCCN(C(=S)Nc1ccccc1C)C(C)c1cccnc1 (stereo not given)	2%	10%	-16%	-5%	-1%	0%	-4%	1%	-10%	2%
COc1ccc(C(=O)NC2CCc3ccccc32)cc1OC1CCN(C(C)=O)CC1 (stereo not given)	2%	0%	3%	4%	0%	1%	-5%	-5%	-1%	13%
CC(C)(C)c1ccc(C(=O)Nc2cccc(S(=O)(=O)NC3=NCCC3)c2)cc1	0.13µM*	.	?	?	?	2.5µM*	.	3%	.	4µM*
O=C(c1ccc(N2CCCC2)c([N+](=O)[O-])c1)N1CCN(S(=O)(=O)c2ccc(Cl)cc2)CC1	2%	.	-41%	-1%	-10%	0%	.	0%	.	0%
FC(F)Sc1nc(-c2ccccc2)c(-c2ccccc2)n1C(F)F	1%	-12%	-27%	1%	2%	0%	-2%	2%	?	-4%
Cc1ccc(C(=O)COC(=O)CNC(=O)C(c2ccccc2)c2ccccc2)cc1[N+](=O)[O-]	0%	8%	-7%	1%	1%	-6%	1%	3%	-12%	0%
CC(=O)NC(=S)Nc1ccc(NC(=S)NC(=O)/C=C/c2ccco2)cc1	3%	-4%	-51%	6%	0%	-4%	-16%	9%	?	-4%
O=[N+]([O-])c1ccc(Sc2cccc3cccnc23)c2cccnc12	-5%	?	-69%	2%	-20%	-13%	?	19%	-16%	-3%
COC(=O)C1=CN(Cc2ccc(OC)cc2)C=C(C(=O)OC)C1c1ccc(O)c(OC)c1	2%	4%	-10%	-16%	-1%	-5%	9%	6%	2%	-1%
Cn1c2ccccc2c(=O)c2c(O)cccc21	-2%	12%	58%	-3%	4%	-3%	-9%	-8%	2%	0%
COc1ccc(CCNC(=O)COC(=O)Cn2cnc3c2c(=O)n(C)c(=O)n3C)cc1	2%	.	2%	-7%	2%	0%	.	-3%	.	16%
O=C(NNc1nc2ccc(F)cc2s1)c1cccc(F)c1	?	-3%	-5%	19%	-15%	9%	?	-7%	4µM*	-13%
C=CCN1CCN(c2ccncc2S(=O)(=O)N2CCCCC2)CC1	-2%	-16%	-8%	-3%	2%	2%	-5%	-1%	1%	-1%
COc1cccc(N2CCN(C(=O)c3cc(-c4ccc(F)cc4)[nH]c3C)CC2)c1	2%	-4%	-55%	-3%	-3%	1%	-2%	-4%	30%	8%
Cc1ccc2c(c1)N(CCC(=O)NCCCN1CCCC1)C(=O)CO2	0%	-2%	-3%	-4%	0%	7%	-9%	2%	-11%	2%
CCOC(=O)c1ccc(N/C=C2/CCCC(C)C2=O)cc1 (stereo not given)	5.4µM*	14%	104%	28%	2.5µM*	3.2µM*	-12%	4.1µM*	0%	3%
CC(=O)c1ccc(NC(=O)Nc2ccc(S(=O)(=O)N3CCCC3)cc2)cc1	-4%	-9%	-20%	-11%	-6%	-4%	-6%	-5%	25%	-15%
COc1cc(S(=O)(=O)Nc2cccc3cn[nH]c23)c(OC)cc1Cl	3%	-9%	-15%	-3%	-2%	0%	-13%	-1%	-5%	1%
CCn1c(-c2nn(-c3ccc(C)cc3)ccc2=O)n[nH]c1=S	-2%	4%	-10%	-9%	10%	-1%	-18%	0%	-22%	-8%
O=C(Nc1ccc2c(c1)CN(Cc1ccccc1O)CC2)C1CCCO1 (stereo not given)	-7%	2%	-27%	12%	-1%	-1%	-7%	0%	-7%	-11%
Cn1c(C(C)(O)C(O)c2ccccc2)nc2ccccc21 (stereo not given)	1%	-5%	.	11%	1%	-1%	-9%	-2%	-5%	.
CCOc1ccc2[nH]cc(S(=O)(=O)c3ccc(F)cc3)c(=O)c2c1	-2%	-4%	4%	2%	-16%	-1%	13µM*	-9%	0%	-20%
O=[N+]([O-])c1ccc(N2CCOCC2)cc1NCc1ccccc1	0%	19%	-39%	-8%	14%	-9%	-1%	5%	10%	3%
COc1ccc(S(=O)(=O)NCc2ccco2)cc1-c1nnc2c3ccccc3c(C)nn12	-2%	-4%	-33%	-5%	-1%	-1%	16%	-3%	-28%	-20%
CCOc1ccc(NC(=O)CSc2nnc(-c3ccoc3C)n2CC2CCCO2)cc1 (stereo not given)	-1%	-2%	-21%	-1%	0%	1%	3%	0%	-8%	1%

An excerpt from above in order of heavy-atom count, descending:
SMILES	FLuc counter	MBNL1 CUG block	BRCA1 expr act	p53 reactivation	Rab9 promoter act	NPC1 promoter act	Gal4-VP16 FLuc	ELG1 genotoxic	RORgamma inh	uPA surface inh
COc1ccc(S(=O)(=O)NCc2ccco2)cc1-c1nnc2c3ccccc3c(C)nn12	-2%	-4%	-33%	-5%	-1%	-1%	16%	-3%	-28%	-20%
COC(=O)c1cc2ccsc2n1Cc1nc(-c2ccc(Cl)cc2)oc1C	4%	-1%	25%	-1%	1%	1%	-20%	7%	6%	15%
COCCN(C(=S)Nc1ccccc1C)C(C)c1cccnc1 (stereo not given)	2%	10%	-16%	-5%	-1%	0%	-4%	1%	-10%	2%

The listing continues:
SMILES	FLuc counter	MBNL1 CUG block	BRCA1 expr act	p53 reactivation	Rab9 promoter act	NPC1 promoter act	Gal4-VP16 FLuc	ELG1 genotoxic	RORgamma inh	uPA surface inh
Cc1c(Cl)cccc1NC(=O)NCc1ccc(C)n1C	-7%	5%	-12%	1%	10%	0%	6%	1%	-21%	13%
CCS(=O)(=O)Nc1cccc(C2=NN(S(C)(=O)=O)C(c3cccs3)C2)c1 (stereo not given)	-9%	0%	23%	3%	-1%	2%	21%	3%	19%	-5%
CCn1cc(CN2CCC(C(=O)Nc3ccc(Oc4ccccc4)nc3)CC2)cn1	-1%	7%	-26%	3%	-4%	-2%	0%	15%	2%	-6%
Cc1[nH]c(=O)[nH]c(=O)c1CSc1nnc([C@@H](NC(=O)OC(C)(C)C)C(C)C)o1	3%	-2%	-20%	-1%	-10%	-3%	1%	3%	-13%	6%
O=C(Cc1ccc(Cl)c(Cl)c1)NC1CCCCCC1	?	-1%	74%	?	24%	25%	8%	15%	36%	1%
CO[C@H]1[C@@H]2C=CO[C@@H](O[C@H]3O[C@@H](CO)[C@H](O)[C@@H](O)[C@@H]3O)[C@@H]2[C@@]2(CO)O[C@@H]12	0%	.	2%	-2%	-3%	0%	.	4%	.	11%
CSc1nc(-c2ccccc2)nc(N2CCCC2)c1C(C)=O	0%	-5%	-34%	.	.	.	0%	.	-7%	.
CCCC/C(C)=N/NC(=O)CN(c1ccc(Br)cc1)S(=O)(=O)c1ccccc1	2%	0%	-7%	2%	-3%	1%	1%	-2%	11%	1%
CC(=O)Nc1cc(C(=O)OCC(=O)c2ccc(C)cc2)ccc1C	6µM*	-1%	?	28µM*	2.2µM*	4µM*	?	?	-8%	-5%
O=S(=O)(NCc1ccc(Cl)cc1Cl)c1ccc(N2CCOCC2)nc1	0%	-2%	-18%	-2%	-4%	-3%	0%	6%	14%	0%
COc1ccc(N2CCN(C(C)C(=O)N3CCc4ccccc43)CC2)cc1 (stereo not given)	-2%	0%	-22%	-5%	-2%	1%	1%	-1%	-11%	3%
COc1ccccc1NC1=C(NC(C)=O)C(=O)c2ccccc2C1=O	?	?	-65%	-6%	13%	-9%	?	-5%	?	13µM*
CC(C)(C)N(Cc1ccccc1)C(=O)c1ccc2c(c1)OCCO2	-1%	-6%	1%	-1%	-5%	2%	3%	-2%	-5%	5%
CC(=O)c1cccc(-n2nnnc2SCC(=O)NNC(=O)C2CCCCC2)c1	-5%	-3%	-30%	-7%	14%	-1%	2%	0%	15%	0%
